Assay outcomes: PubChem, several laboratories
Cl transport mod: modulates chloride dependent transport by human KCC2. KCC2 cells, thallium flux FluoZin-2 fluorescence. 190,000 tested, 2.2% active. B-score of Tl+ flux slope (higher = more flux/activation; lower = inhibition) at 10 µM;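 active = thallium flux slope and its plate-corrected score both differing from the plate sample mean at a set confidence after two filtering rounds, in either direction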;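 note: slope of fluorescence scaled to starting intensity during 10 to 20 s after thallium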
14-3-3 Bad inh: disrupts binding of bovine 14-3-3 zeta to phospho-Bad peptide | TR-FRET 14-3-3zeta/Dy647-pBad peptide displacement, 1 h | inhibition, % at 21.7 µM | 220,000 tested, 0.71% active | AID 781;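 active = inhibition above about 70%, limit read from the data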;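 note: 0% = full 14-3-3 plus peptide FRET controls and 100% = background without 14-3-3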
Target sequence (P63103 whole entry, looked up): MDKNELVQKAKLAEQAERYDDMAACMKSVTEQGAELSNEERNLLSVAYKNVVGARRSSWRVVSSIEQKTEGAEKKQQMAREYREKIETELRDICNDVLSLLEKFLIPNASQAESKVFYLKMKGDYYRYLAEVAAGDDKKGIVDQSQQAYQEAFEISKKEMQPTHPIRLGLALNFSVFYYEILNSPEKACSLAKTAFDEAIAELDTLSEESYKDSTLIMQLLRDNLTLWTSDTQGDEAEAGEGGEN
Thrombin inh: thrombin (human) inhibition | P00734 | alpha-thrombin, Boc-VPR-AMC fluorogenic substrate cleavage | 220,000 tested, 0.26% active | inhibition, % at 5 µM;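 active = inhibition at or above 40%; inactive = inhibition below 40%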;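 note: 0% = enzyme with no compound and 100% = wells without enzyme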
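Test system: human alpha-thrombin; medium: pH 7.5 Tris-saline with Tween 20; times: reaction at room temperature; signal: AMC fluorescence at 355 nm excitation and 460 nm emission; also added: Boc-VPR-AMC substrate, 15 µM final; dosing: one concentration per compound, 5 µM, with 0.2% DMSO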
NCF1 inh: inhibitors of human p47phox binding. P14598. p47phox/p22phox peptide binding, fluorescence polarization, 2 h. inhibition, % at 24.7 µM. 220,000 tested, 0.53% active;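 note: 0% = p47phox with labelled peptide and 100% = labelled peptide alone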
Target sequence (P14598 whole entry, looked up): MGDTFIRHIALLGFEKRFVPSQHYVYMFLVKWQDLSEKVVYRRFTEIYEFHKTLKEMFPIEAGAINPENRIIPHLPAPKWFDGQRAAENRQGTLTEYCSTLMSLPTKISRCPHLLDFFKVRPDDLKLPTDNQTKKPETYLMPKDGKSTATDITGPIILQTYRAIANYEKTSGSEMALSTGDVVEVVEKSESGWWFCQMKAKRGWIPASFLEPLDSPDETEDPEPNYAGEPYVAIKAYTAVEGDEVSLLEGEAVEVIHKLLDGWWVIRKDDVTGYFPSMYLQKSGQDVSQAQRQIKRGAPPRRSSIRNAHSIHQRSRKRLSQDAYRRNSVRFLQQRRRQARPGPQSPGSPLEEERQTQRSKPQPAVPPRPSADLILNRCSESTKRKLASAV
Furin inhibitor: blocks human furin protease activity; P09958; purified furin, fluorogenic substrate cleavage; inhibition, % at 30 µM; 220,000 tested, 0.061% active; AID 463115; in the data active = inhibition above about 25%; note: inactives centre near -15
Rad51 HR inh: Rad51 (human) homologous recombination inhibition; Q06609; 200,000 tested, 0.085% active; inhibition, % at 10 µM; hRad51 DNA strand exchange, fluorescence dequenching;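 active = inhibition above 40% at the single screening dose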;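 note: 0% = DMSO control wells and 100% = blanks with heterologous ssDNA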
Target sequence (Q06609 whole entry, looked up): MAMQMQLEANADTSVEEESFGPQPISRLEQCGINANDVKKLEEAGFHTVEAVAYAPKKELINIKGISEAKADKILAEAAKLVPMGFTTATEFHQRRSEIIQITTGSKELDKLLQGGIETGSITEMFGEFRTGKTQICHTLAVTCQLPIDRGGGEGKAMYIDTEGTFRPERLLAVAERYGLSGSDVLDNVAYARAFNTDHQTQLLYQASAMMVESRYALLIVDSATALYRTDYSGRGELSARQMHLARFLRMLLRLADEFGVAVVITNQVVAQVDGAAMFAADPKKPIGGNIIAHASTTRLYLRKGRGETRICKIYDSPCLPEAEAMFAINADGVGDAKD
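Test system – preformed human Rad51 ssDNA filaments · Reagent – Donor/quencher-labelled 47-bp dsDNA substrate · Incubation – 37 °C 15-min filament assembly, 30-min compound preincubation, 15-min exchange · Signal – FRET fluorescence dequenching, excitation 485 nm, emission 520 nm · Read-out – percent inhibition from fluorescence, normalised to plate control and blank means · Benchmarks – plate control and blank wells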
KLK5 inh: inhibitors of human kallikrein 5; Q9Y337; recombinant hK5, fluorogenic AMC substrate cleavage; inhibition, % at 5 µM; 210,000 tested, 0.59% active; AID 873;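 active = inhibition of 40% or more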;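 note: 0% = enzyme controls without compound and 100% = no-enzyme blanks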
eIF4E 4G PPI: eIF4E/eIF4G interaction inhibition in translation initiation; P63073+Q04637; TR-FRET eIF4E-eIF4GI(517-606) binding, 2 h; inhibition, % at 21.7 µM; AID 782; 220,000 tested, 0.37% active;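 note: 0% = full FRET control wells and 100% = background wells lacking eIF4GI fragment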
EBV gp42 block: blocks Epstein-Barr virus glycoprotein 42 binding; Q1HVG2; Fluorescence polarization binding assay, mP read-out; inhibition, % (tested at 21.74 µM); 220,000 tested, 0.42% active; AID 1085; in the data active = inhibition above about 50%
* marks the source's active call; other numbers are inactive results; . = not tested or not shown; [ ] = another dose, or the depositor's remark.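 Rule for the calls, unless noted: active = inhibition above about 30% (limit read from the data); inactive = the rest.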 Rows were taken by chance; about 4.7% have a hit in one of these screens.

mol	Cl transport mod	Thrombin inh	14-3-3 Bad inh	NCF1 inh	Rad51 HR inh	Furin inhibitor	eIF4E 4G PPI	KLK5 inh	EBV gp42 block
O=S(=O)(NC1c2cccc3cccc(c23)C1Sc1ncccn1)c1ccc(Cl)cc1 (stereo unspecified)	-0.62	-6	-2[fluorescence artefact?]	-13	-15	-15	7	-8	-25
O=C(O)c1cccc(N2CCCC2)c1	.	-1	8	-7	0	-32[20 µM]	20	128*	-17
C/C=C/C(=O)N1CC2(CC(c3cccc(NC(=O)CCCCC)c3)=NO2)C[C@H]1C(N)=O (stereo partly specified)	0.24	-5	4	-6	-9	-25	3	-2	-16
Cc1ccc(N(C)C(=O)N2CCN(S(=O)(=O)c3ccc(C)cc3)CC2)cc1	.	2	2	-3	1	-13	3	-4	-5
Cc1cc(-c2nc3ccccc3[nH]2)ccc1N	-0.18	-7	2	.	.	-47	4	-1	-5
CCc1nc2ccccc2[nH]c1=O	0.45	-3	6	1	11	-22	6	2	-6
CC(C)CN(CCCNC(=O)CC1Oc2ccccc2NC1=O)CC(C)C (stereo unspecified)	-0.85	1	-19	-12	-4	-7	-1	3	-7
O=C(c1ccc(S(=O)(=O)Cc2ccccc2F)c([N+](=O)[O-])c1)N1CCCC1	1.1	-4	-6	-6	8	-27	-4	1	-11
CCC1C(=O)NCCN1C(=O)c1ccccc1OC1CCN(S(C)(=O)=O)CC1 (stereo unspecified)	.	5	-5	4	1	-17	1	15	-3
CC1CCc2sc(C(=O)Nc3nnc(SCc4ccc(F)cc4)s3)cc2C1 (stereo unspecified)	-0.094	1	5[fluorescence artefact?]	-63	2	-4[20 µM]	-3[fluorescence artefact?]	5	-37
OCCNc1cc(Cl)ncn1	-0.79	-2	-1	-13	7	-28	-9	3	-5
COc1ccc(N2CCN(C(=O)c3ccc(NS(=O)(=O)c4ccc(F)c(F)c4)cc3)CC2)cc1	-0.11	2	-11	-6	1	-20	6	-15	-14
O=C(C1CC(c2ccccc2O)=NO1)N1CCc2ccccc2C1 (stereo unspecified)	-3.2*	0	-4	-4	-6	-22[20 µM]	4	-21	-9
O=C(NC(c1ccccc1)c1ccccn1)c1cccc([N+](=O)[O-])c1 (stereo unspecified)	0.026	3	3	-13	-1	-20	-1	-22	-6
CCn1cc(CNC(=S)Nc2cccc3ccccc23)cn1	1	-7	-3	-7	-9	-23	2	1	-18
COc1ccc(NC(C)=O)cc1NC(=O)CN1CCN(CC(=O)Nc2ccccc2Cl)CC1	.	1	-1[fluorescence artefact?]	-12	-3	-16	7[fluorescence artefact?]	-2	-15
COC(=O)Cc1ccc(NC(=S)NCc2cccc(OC)c2)cc1	0.083	2	-10	-6	-10	-24	2	7	-3
C(=N\N1CCN(Cc2ccccc2)CC1)/c1ccccc1	0.0053	-1	4	-1	16	-17	-2	3	-15
CC(C)NC(=O)c1c(O)c2ccccc2[nH]c1=O	0.0057	2	5	-1	3	-26	2	7	-5
NS(=O)(=O)c1ccc(CCNC(=O)COC(=O)CC(c2ccccc2)c2ccccc2)cc1	-0.71	5	-12	-2	0	-14	1	-3	-11
Cn1nc(C(F)(F)F)c2cc(C(=O)N3CCOCC3)sc21	0.16	-6	-6	-16	7	-34	-1	-2	-4
NC1=NC(=O)S/C1=C\c1ccc(F)cc1	0.51	-7	-5	-6	2	-26	-4	-1	-5
NC(=O)c1cccn1Cc1ccccc1Cl	0.47	-25	-2	4	1	-21	-3	-3	-14
Cc1ccc([N+](=O)[O-])cc1-c1ccc(/C=C(\C#N)c2[nH]nc(N)c2C#N)o1	-0.055	-5	72*[fluorescence artefact?]	38*	-1	-4	0	-12	60*
O=C(CSc1ccc(F)cc1)Nc1ccc(C2SCCS2)cc1	0.6	0	15	-5	3	-28	1	-6	-7

3 entries from above, with each value named:
> O=C(O)c1cccc(N2CCCC2)c1
  Cl transport mod: . | Thrombin inh: -1 | 14-3-3 Bad inh: 8 | NCF1 inh: -7 | Rad51 HR inh: 0 | Furin inhibitor: -32[20 µM] | eIF4E 4G PPI: 20 | KLK5 inh: 128* | EBV gp42 block: -17
> Cc1ccc(N(C)C(=O)N2CCN(S(=O)(=O)c3ccc(C)cc3)CC2)cc1
  Cl transport mod: . | Thrombin inh: 2 | 14-3-3 Bad inh: 2 | NCF1 inh: -3 | Rad51 HR inh: 1 | Furin inhibitor: -13 | eIF4E 4G PPI: 3 | KLK5 inh: -4 | EBV gp42 block: -5
> NC1=NC(=O)S/C1=C\c1ccc(F)cc1
  Cl transport mod: 0.51 | Thrombin inh: -7 | 14-3-3 Bad inh: -5 | NCF1 inh: -6 | Rad51 HR inh: 2 | Furin inhibitor: -26 | eIF4E 4G PPI: -4 | KLK5 inh: -1 | EBV gp42 block: -5

With a hit mark in KLK5 inh, of those listed so far:
| SMILES | Cl transport mod | Thrombin inh | 14-3-3 Bad inh | NCF1 inh | Furin inhibitor | eIF4E 4G PPI | KLK5 inh | EBV gp42 block |
| --- | --- | --- | --- | --- | --- | --- | --- | --- |
| O=C(O)c1cccc(N2CCCC2)c1 | . | -1 | 8 | -7 | -32[20 µM] | 20 | 128* | -17 |

(list continues)
mol	Cl transport mod	Thrombin inh	14-3-3 Bad inh	NCF1 inh	Rad51 HR inh	Furin inhibitor	eIF4E 4G PPI	KLK5 inh	EBV gp42 block
O=C1C=C(Nc2ccccc2)c2ccccc2C1=O	0.16	-3	-11	7	7	-17	3	5	-8
Cn1nnc2c(N3CCCCC3)nccc21	1	0	52[fluorescence artefact?]	-4	-7	-12	9	-1	-8
Cc1cc(NCC2CCCO2)n2c(nc3ccccc32)c1C#N (stereo unspecified)	0.49	0	-5	-59	-6	-31[20 µM]	3	-50	-23
O=C(NC12CC3CC(CC(C3)C1)C2)N1CC2Cc3cccc(=O)n3C(C2)C1 (stereo unspecified)	0.57	4	-11[fluorescence artefact?]	-3	0	-30	-5[fluorescence artefact?]	2	-5
O=C(CSc1nc2ccccc2c(=O)[nH]1)c1ccccc1	-1	5	5	-14	7	-21[20 µM]	1	-7	-16
C/C(=C\C(=O)c1ccc(C)cc1)Nc1ccc(N2CCOCC2)cc1	0.25	3	7	-17	3	-20	-2	-20	-14
Cc1noc(C)c1C(=O)N(C)Cc1ccccc1	-0.39	-1	-4	-10	6	-11	0	-7	-10
COC(=O)N/N=C/c1ccc(Oc2ccccc2)cc1	-1.4	9	1	1	-7	-5	-2	21	-4
COc1ccc(C(C(=O)NC2CCCC2)N(Cc2ccc(C)cc2)C(=O)c2ccn[nH]2)cc1OC (stereo unspecified)	1.1	0	-6	-3	5	-18[20 µM]	3	4	-4
Cc1ccc(N(CC(=O)O)S(C)(=O)=O)cc1	0.73	-3	-15	-8	10	-25	6	-3	-16
O=C(O)CCCc1nc(-c2ccc(Cl)cc2)no1	0.51	8	-3	1	-1	0[20 µM]	-2	-16	-25
COc1ccc(C(=O)CC(c2ccccc2)S(=O)(=O)c2ccc(C)cc2)cc1 (stereo unspecified)	0.29	-10	4	-6	1	-7	2	-19	-20
O=C(N/N=C/c1ccc([N+](=O)[O-])o1)C1CC1	-0.28	-11	16	9	-5	-6	7	-6	4
COc1ccc(-c2nc(CS(=O)CC(=O)NCc3cccnc3)c(C)o2)cc1 (stereo unspecified)	1.4	-4	11	-7	-5	-10	0	4	136*
CN(Cc1nccn1C)C(=O)CC1C(=O)NCCN1CC(c1ccccc1)c1ccccc1 (stereo unspecified)	0.23	-6	-14	4	2	-30	-4	2	5
CCCOc1ccc(CCCN=C(N)N)cc1Cl	0.5	-9	-3	-11	5	-20	3	-4	-3
Cc1ccc(SCCC(=O)NCc2ccco2)cc1	-1	-1	-6	4	-6	-10[20 µM]	2[fluorescence artefact?]	-8	2
S=c1[nH]nc(CSc2nc3ccccc3s2)n1C1CCCCC1	30*	4	-10	-11	1	5[20 µM]	5	-48	-1
CCN(Cc1ccccc1)C(=O)Cn1cc2c(n1)CCCC2	-0.3	-1	-3	-3	-5	-30	2	4	-20
O=C1CC(c2ccc(Cl)c([N+](=O)[O-])c2)c2ccc3ccccc3c2N1 (stereo unspecified)	-2.9	-2	-14	-5	2	-16	-3	-20	15
CCOC(=O)C=C1CCN(c2ncc(C(F)(F)F)cc2Cl)CC1	.	-9	-4	-1	-8	-24[20 µM]	0	-3	0
Cc1ccc(S(=O)(=O)N(C)c2ccc(C(=O)NCC3CCCO3)cc2)cc1 (stereo unspecified)	-0.018	-6	-3	-10	-2	-28[20 µM]	2	0	-3
CC(C)CN1CN(Cc2ccccc2)CNC1=S	-0.43	-1	1	-5	-2	-15	20	-16	-10
COc1cc2nc(N(C)C)nc(N)c2cc1OC	.	1	.	-6	-17	-57	.	-71	-19
CCN(C(=O)CN1CCc2ccccc21)c1c(N)n(Cc2ccccc2)c(=O)[nH]c1=O	0.011	.	-12	-19	-3	-11	4	2	-29
CC1(C)Cc2nc3sc(C(=O)O)c(N)c3cc2CS1	-0.11	-14	-10	-13	-13	-9	-4	-1	2
Cc1oc(C(N)=O)nc1-c1ccccc1	0.59	5	-2	-13	-11	-14	-4	-4	-3
CCN(CC)S(=O)(=O)c1ccc2nc(CCl)[nH]c2c1	-0.087	-5	-8	-104	-7	-30	-1	-1	-5
CN1C2C=C3C(C#N)=C(N)C(C#N)(C#N)C(c4ccc(Br)cc4)C3C1CC2 (stereo unspecified)	0.72	-1	18[fluorescence artefact?]	-17	0	-16[20 µM]	0	-7	6
CCCSc1ncnc2c1oc1ccccc12	-0.091	-3	0	-18	-4	-22	10	-21	1
O=C(N/N=C/c1cccc(Oc2ccccc2)c1)c1ccncc1	-0.91	-10	-15	-1	-38	-12	-1	2	-11
CC(=O)c1cccc(NC(=O)C2CCCN(S(=O)(=O)c3cccc4cccnc34)C2)c1 (stereo unspecified)	.	-1	7	-1	-3	-28	-5	-5	-8
O=C(NCCCN1CCCCCC1)c1ccc(N2CCCC2=O)cc1	1.5	-2	-42[fluorescence artefact?]	31*	0	-18[20 µM]	-9	-14	-10
CCOC(=O)CN(Cc1ccccc1)S(=O)(=O)c1ccc(NC(C)=O)cc1	-0.33	-15	8	-13	-4	-34	-2	-3	-10
CC(=O)CCC(=O)OCC(=O)Nc1ccc(SC(F)F)cc1	-0.024	21	-2	-6	-6	-10	-2	25	-2
Cc1cc(C)nc(N2CCC(C(=O)Nc3cccc(C(F)(F)F)c3)CC2)n1	.	-2	.	.	-6	-27	.	-10	.
CCOc1ncccc1C(=O)OCC(=O)N(CC(C)C)C1CCS(=O)(=O)C1 (stereo unspecified)	0.37	1	-4	8	5	-18	-5	-6	-13
CCN(CC)CCCN(Cc1cc2cc3c(cc2[nH]c1=O)OCO3)C(=S)Nc1ccccc1OC	-0.8	45*	0	-13	-3	-13	0	52*	4
Cc1nn(Cc2ccc(F)cc2)c2sc(C(=O)Nc3nccs3)cc12	-0.35	-4	16[fluorescence artefact?]	-19	-3	-7	-2	-15	-18
COc1cccc(C(C(=O)NC2CCCC2)N(C(=O)c2ccco2)C2CC2)c1OC (stereo unspecified)	1.8	-7	7	-4	12	-23	-3	-8	-10
CCOC(=O)c1c(NC=O)sc2c1CCC2	-0.91	3	-6	1	.	-23[20 µM]	2	-8	-4
CCn1c(=O)n(CC(=O)Nc2cc(OC)ccc2OC)c(=O)c2ccccc21	-0.043	-5	-9	12	5	-23[20 µM]	1	-24	0
Clc1ccc(OCCOCCN2CCc3ccccc3C2)c(Cl)c1	-0.38	1	3	-14	-7	-19	3[fluorescence artefact?]	-4	-21
